PAX8 reporter: inhibitors of PAX8 transcriptional activity in RMG-I cells; RMG-I TPO-luciferase reporter, SteadyGlo, 24 h; inhibition, % at 12.6 µM; 360,000 tested, 1.2% active; AID 652154;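 active = mean replicate inhibition at least 60% with every replicate also reaching 60%; inconclusive = only one of the two criteria is met; inactive = mean below 60% and not all replicates reaching 60%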;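 also: luciferase light reporting Pax8 driven TPO promoter activity; plate controls were median of neutral control wells for no effect and mitoxantrone controls for full effect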
Xi reactivation: activators of X-chromosome reactivation in mouse fibroblasts. activation, % at 7.58 µM. XiGFP mouse fibroblasts, % GFP-positive cells imaging, 3 d; cells co-treated with 5-aza-dC sensitizer; scaled so ellipticine positive control = 100%. 360,000 tested, 0.055% active. AID 743238;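 active = mean normalized replicate activation at least 10% and every replicate at or above 10%; inconclusive = only one of the two criteria met; inactive = mean below 10% and not all replicates reach 10%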;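 also: 0% = median of on-plate neutral control wells and 100% = ellipticine 6 µM median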
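assay system = SV40-immortalized XiGFP fibroblast cells, line 68-5-11 | buffer or medium = DMEM plus 5-aza-dC sensitizer | doses = single-point pinned compound dosing | times = 3-day compound exposure, then 15 min fixation at room temperature | benchmarks = positive control ellipticine, 6 µM final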
EWS-Fli inh: EWS/Fli transcriptional activity inhibition. A673 NR0B1-luciferase reporter, viability-normalised. 350,000 tested, 0.67% active. inhibition, % at 12.6 µM;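 active = mean inhibition of at least 50% after viability correction, with every replicate also passing that limit; inconclusive = mean reaches 50% but only one of two replicates passes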;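 also: firefly luciferase signal divided by Alamar Blue viability fluorescence both relative to DMSO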
DENV2 CPE: protects cells from dengue virus 2 cytopathic effect; CPE inhibition, % at 9.99 µM; 350,000 tested, 1.7% active; AID 651640; DENV2-infected cells, cytopathic effect rescue, plate reader; in the data active = CPE inhibition above about 20%, passing the limit was not always enough; inconclusive = no clear call, values can overlap the other calls; tested in BHK-21 cells;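 also: 0% = median of neutral control wells and 100% = median of positive control wells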
ERp5 inh: inhibitors of human ERp5; ERp5 insulin aggregation, absorbance 650 nm, 90 min; inhibition, % at 9.99 µM; Q15084; 350,000 tested, 0.05% active;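 active = mean replicate inhibition above about 25%, with every replicate also reaching it, limit read from the data, passing the limit was not always enough; inconclusive = only one of those two criteria met; inactive = neither criterion met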
Target sequence (Q15084 whole entry, looked up): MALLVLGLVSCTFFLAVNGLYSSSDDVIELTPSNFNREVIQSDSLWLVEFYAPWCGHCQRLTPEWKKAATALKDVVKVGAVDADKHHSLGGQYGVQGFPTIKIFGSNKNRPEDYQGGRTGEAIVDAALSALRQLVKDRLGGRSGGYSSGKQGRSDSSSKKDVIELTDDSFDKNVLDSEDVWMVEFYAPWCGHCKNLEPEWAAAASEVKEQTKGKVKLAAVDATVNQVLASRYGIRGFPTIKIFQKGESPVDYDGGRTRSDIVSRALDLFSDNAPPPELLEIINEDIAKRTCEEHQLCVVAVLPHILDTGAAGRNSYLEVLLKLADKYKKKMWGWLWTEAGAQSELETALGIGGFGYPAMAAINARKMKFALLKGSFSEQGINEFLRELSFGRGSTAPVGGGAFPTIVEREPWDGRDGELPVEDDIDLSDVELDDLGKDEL
ARNT-TACC3 inh: disruptors of human ARNT/TACC3 interaction. 390,000 tested, 0.66% active. Q9Y6A5. AlphaScreen His-ARNT PAS-B/GST-TACC3 binding, luminescence; TACC3 fragment carries E629A point mutation. inhibition, % at 9.99 µM;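 active = mean inhibition of replicates at least 50% and at least half of replicates each reaching 50%; inconclusive = half or more replicates reach 50% but mean below 50%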;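 also: 0% = complete ARNT plus TACC3 wells and 100% = ARNT alone without TACC3; many hits fall short of the cut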
CFTR F508del cor: CFTR F508del correction in bronchial cells; CFBE cells, YFP halide quenching; stimulated with forskolin plus potentiator P3; % fluorescence drop versus neutral controls; activity (quench increase), % at 7.58 µM; 350,000 tested, 0.36% active; AID 720511;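 active = mean added fluorescence quench of at least 8% versus neutral control, with both replicates also reaching 8%; inconclusive = only one of the mean or replicate conditions met; inactive = mean below 8% and not both replicates reaching 8%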;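 also: cells transiently co-express mutant CFTR-F508del with the halide-sensitive YFP; corrector assay measuring rescue of mutant channel to the surface after 24 h compound exposure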
INS-1E GSIS act: primary screen for activators of insulin secretion dependent on glucose, INS-1E cells, GLuc reporter luminescence | INS-1E GLuc reporter insulin secretion, 2-3 h | activation, % at 16.6 µM | 370,000 tested, 0.61% active | AID 743287;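 active = lowest replicate activation of at least 40%, so every replicate reaches that level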;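 also: 0% = median of neutral control wells and 100% = median of IBMX positive control wells; some compounds called inactive have numbers as strong as hits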
* hit, by the source's call; ? = inconclusive; / = not tested or not shown.

SMILES | PAX8 reporter | Xi reactivation | EWS-Fli inh | DENV2 CPE | ERp5 inh | ARNT-TACC3 inh | CFTR F508del cor | INS-1E GSIS act
COc1cccc(CN(C)C(=O)c2cccc(OCc3ccccc3)c2)c1 | 14 | 0.4 | 4 | 4 | 1 | -10 | -0.7 | -7
C=CCN(C(=O)c1csnn1)C(C(=O)NC1CCCCC1)c1ccccc1 (stereo not drawn) | 0 | 0.2 | 2 | 10 | 3 | -3 | 4.0 | 3
CO[C@@H]1CN(C)C(=O)c2ccc(NC(C)=O)cc2OC[C@H](C)N(C(=O)CC2CC2)C[C@@H]1C | -1 | -0.5 | -2 | / | -5 | / | -1.4 | 14
CC1CN(C(=O)c2cccc(S(=O)(=O)Nc3ccc(Cl)cc3)c2)CC(C)O1 (stereo not drawn) | 1 | 0.1 | 8 | 5 | 2 | 0 | -1.6 | -23
CO[C@H]1CN(C)C(=O)c2cc(NC(=O)Nc3c(C)noc3C)ccc2OC[C@@H](C)N(CCC(F)(F)F)C[C@@H]1C | / | 0.0 | -3 | 7 | 2 | 2 | -1.6 | -9
CC(C)(C)SCCNC(=O)c1ccc(CN2CCc3ccccc3C2)cc1 | -43 | 0.0 | -54 | 4 | 5 | 2 | 2.6 | 2
CN(C)C(=O)c1cccc(-c2ccc([C@H]3[C@H](C#N)N(C(=O)C4CCC4)[C@H]3CO)cc2)c1 | -12 | -0.1 | -35 | -9 | 3 | -19 | -2.7 | -4
CCCN1C[C@@H](C)[C@@H](OC)CN(C)C(=O)c2ccc(NC(=O)c3ccccc3)cc2OC[C@H]1C | / | 0.0 | 1 | 0 | -1 | -9 | 1.8 | 16
CCCNC(=S)Nc1ccc(CC(=O)OC)cc1 | -3 | 0.1 | 2 | 14 | -1 | / | 0.8 | /
CN(C)c1nc(Nn2cnnc2)nc(N(C)C)n1 | -9 | -0.1 | 5 | / | 1 | / | -0.4 | 14
CCCCCCN1CCN(C2CN(C3CCCCC3)S(=O)(=O)C2)CC1 (stereo not drawn) | 0 | 0.3 | -10 | 7 | 3 | / | 1.4 | -5
O=C(Cc1ccccn1)N1CC2(C1)[C@@H](c1ccccc1)[C@@H](CO)N2C(=O)c1ccccc1 | / | 0.1 | 2 | 3 | 1 | / | 1.1 | 13
C[C@@H]1CCCCO[C@@H](CN(C)Cc2ccc3c(c2)OCO3)[C@@H](C)CN([C@@H](C)CO)C(=O)c2cc(NC(=O)Nc3ccc(F)cc3)ccc2O1 | 19 | -1.1 | -14 | -7 | -3 | 8 | -1.2 | -11
CC(=O)N1c2ccccc2[C@H](C)[C@H]1C | -20 | 0.4 | -1 | 70* | 3 | -2 | -2.1 | 0
Cc1ccc(Cl)cc1NC(=O)COC(=O)C1CC1 | -8 | 0.0 | 15 | 11 | 8 | 0 | -0.5 | 0
Cc1ccc(N=C2C(=O)Nc3ccccc32)cc1 | 7 | 0.2 | 32 | 3 | 2 | -8 | 3.2 | -3
CC1(c2ccc3c(c2)OCCO3)NC(=O)N(CC(=O)c2ccc[nH]2)C1=O (stereo not drawn) | 18 | 0.0 | 0 | 1 | 4 | 0 | -1.7 | 16
COc1ccc2c3c([nH]c2c1)[C@@H](CO)N(Cc1nccs1)CC31CN(C(=O)C2CC2)C1 | -7 | 0.1 | 4 | -8 | -1 | / | -1.6 | 13
O=C(OCCc1cc2ccccc2c(=O)o1)c1ccc(C(F)(F)F)cc1 | 19 | -0.1 | 3 | 12 | -1 | -2 | -2.4 | 13
CC(C)Cc1nc(SCC(=O)N2CCOCC2)c2c(=O)n(C)c(=O)n(C)c2n1 | / | 0.0 | -3 | -9 | 0 | -3 | -0.5 | 7
O=C(NC(=S)Nc1ccc([N+](=O)[O-])cc1)c1ccco1 | -98 | -0.1 | -18 | -15 | 1 | / | 4.8 | -10
CCCCCN(C(=O)CCC(=O)OCC(=O)N(C)C1CCCCC1)c1c(N)n(CCCC)c(=O)[nH]c1=O | -1 | 0.0 | 5 | -8 | 2 | / | 4.1 | -4
O=C(Nc1ccccc1Cl)Oc1ccc(-c2ccccc2)cc1 | -12 | 0.1 | 3 | -5 | 1 | -10 | 1.3 | -18
COc1ccc(S(=O)(=O)NCCc2cn3nc(C)c(C)nc3n2)cc1 | -20 | 0.1 | -2 | 0 | 3 | -18 | 0.7 | 31
Cc1ccc(S(=O)(=O)CCN2CCC(n3cccc3)CC2)cc1 | 19 | 0.0 | 4 | 7 | -2 | 5 | -3.2 | 9
CS(=O)(=O)N(CC(=O)N1CCCC1)c1ccccc1F | 7 | 0.1 | 8 | 13 | 3 | -3 | -0.8 | -2
CCOc1ccccc1CN1CCNC(=O)C1CC(=O)NCc1nc(C)cs1 (stereo not drawn) | 10 | 0.0 | / | 2 | -2 | 1 | -0.9 | -19
Cn1c(N)c(C(=O)CN2CCc3ccccc3C2)c(=O)n(C)c1=O | 10 | 0.0 | -11 | 0 | -1 | 0 | 2.4 | 7
COc1cccc2c(=O)n(CC(=O)N3CCCc4ccccc43)ccc12 | 21 | -0.1 | 8 | -3 | 1 | 3 | 5.5 | -9
Cc1csc(NC(C)c2nc3cc(Cl)c(N4CCCCC4)cc3n2CCOCCO)n1 (stereo not drawn) | 5 | 0.0 | 12 | ? | -3 | -4 | 0.8 | /
O=c1cc(-c2ccccc2)nc(Sc2ccc([N+](=O)[O-])cc2[N+](=O)[O-])[nH]1 | 19 | -0.1 | -20 | 0 | 5 | -7 | -0.3 | 2
CCc1cccc2c(C(=O)C(F)(F)F)cn(CC(=O)NCC3CCCO3)c12 (stereo not drawn) | 3 | 0.3 | 14 | 3 | -12 | / | 0.6 | 3
Cc1cccc(NC(=O)C2CCN(S(C)(=O)=O)CC2)c1C | 6 | -0.1 | 10 | 3 | -3 | 0 | -1.1 | 10
COc1ccc([C@@]2(O)c3c(ccc(CC=C(C)C)c3O)NC(=O)[C@@H]2OC)cc1 | / | / | -15 | -9 | -3 | -6 | -3.4 | -19
C[C@@H]1CN([C@@H](C)CO)C(=O)CCCn2cc(nn2)CO[C@H]1CN(C)Cc1ccccc1C(=O)O | 16 | 0.1 | 3 | ? | -4 | -2 | 1.7 | -3
Cc1noc(C)c1NC(=O)Nc1cccc2c1O[C@H](CN(C)Cc1ccc(C(F)(F)F)cc1)[C@H](C)CN([C@H](C)CO)C2=O | 4 | -0.1 | -6 | -2 | -2 | 32 | -4.9 | 8
CC(=O)C1=CCC(c2ccc(Cl)c(Cl)c2)N(S(=O)(=O)c2ccc(C)cc2)C1 (stereo not drawn) | 4 | 0.3 | -9 | -5 | -5 | / | -0.1 | -1
c1ccc(-c2cnc(-c3ccccc3)nn2)cc1 | -27 | 0.2 | 46 | -10 | 4 | 0 | 0.7 | /
COc1cccc(-c2cnc3c(c2)C(=O)N([C@H](C)CO)C[C@@H](C)[C@@H](CN(C)Cc2ccc(F)cc2)O3)c1 | / | -0.7 | 4 | -8 | 6 | 5 | -1.0 | -18
O=C(Nc1ccccc1F)N1CCCCN2[C@H](CO)[C@H](c3ccc(/C=C/c4ccccc4)cc3)[C@@H]2C1 | 2 | 0.0 | -3 | -20 | -6 | 24 | -0.7 | -1
COc1ccc(NC(=O)N(C)C[C@@H]2Oc3ccc(NC(=O)c4ccncc4)cc3CC(=O)N([C@H](C)CO)C[C@H]2C)cc1 | 7 | -0.1 | 1 | 10 | -2 | -7 | 1.8 | 10
Cc1nnc(NC(=O)C2CSC3(C)CCC(=O)N23)s1 (stereo not drawn) | -17 | 0.0 | 3 | 0 | 2 | -2 | -2.5 | -5
COc1cccc(NC(=O)N2CC(=O)N3[C@H](C2)[C@@H](c2ccc(C#CC4CCCC4)cc2)[C@@H]3CO)c1 | 20 | 0.2 | 2 | 38* | -6 | / | 5.1 | -2
CC(C)NC(=O)N(C)C[C@@H]1OCc2cn(nn2)CCCC(=O)N([C@@H](C)CO)C[C@@H]1C | 7 | -0.3 | -6 | / | / | / | -0.6 | 4
CO[C@@H]1CN(C)C(=O)c2ccc(NC(=O)C3CCC3)cc2OC[C@@H](C)N(C(=O)c2ccccc2)C[C@H]1C | 10 | -0.2 | -15 | 6 | 0 | -5 | 0.5 | -17
COc1cccc(CCNC(=O)c2ccc(OC)c(OC3CCN(C(C)C)CC3)c2)c1 | 6 | -0.1 | -1 | -3 | 1 | 1 | 0.9 | /
Cn1cnnc1SCc1ccc(C(=O)N/N=C/c2cccs2)cc1 | -16 | -0.1 | -19 | 1 | 1 | 13 | 0.2 | -1
Cc1ccc(S(=O)(=O)N(C)C[C@H]2OCCCC[C@@H](C)Oc3ccc(NC(=O)Nc4ccc(C(F)(F)F)cc4)cc3C(=O)N([C@@H](C)CO)C[C@@H]2C)cc1 | 31 | 0.2 | 36 | 19 | 0 | 12 | 0.1 | 23
C[C@H]1CN([C@@H](C)CO)S(=O)(=O)c2ccc(C#CCC3CCCC3)cc2O[C@H]1CN(C)C(=O)c1ccccn1 | / | -0.4 | 2 | 5 | 6 | -1 | 4.2 | 17
O=C1[C@H]2[C@@H](c3ccc(C(F)(F)F)cc3)N[C@]3(CCCN(Cc4ccc(C(F)(F)F)cc4)C3=O)[C@H]2C(=O)N1Cc1ccccc1 | 17 | 0.0 | 2 | -5 | 0 | / | -1.2 | -13
COc1ccc(CCN(C(=O)c2ccco2)C(C(=O)NC2CCCC2)c2ccncc2)cc1OC (stereo not drawn) | 6 | 0.1 | -5 | 8 | 2 | / | -0.7 | 6
COc1ccc(-n2c(C)cc(C(=O)COC(=O)c3ccc(O)cc3O)c2C)cc1 | 28 | 0.1 | -28 | -3 | -1 | / | 3.6 | /
Cc1cccc(CNC(=O)C2CCCN(c3nn4c(=O)cc(C)nc4s3)C2)c1 (stereo not drawn) | 7 | 0.1 | -1 | 2 | -1 | -6 | -4.5 | /
CCCn1c(NC(=O)c2ccc([N+](=O)[O-])o2)nc2ccccc21 | 42 | 0.1 | 41 | 3 | 1 | 8 | -2.3 | 15
C[C@H](NC(=O)c1ccco1)C(=O)Nc1nnc(SCc2ccccc2)s1 | -14 | 0.0 | -1 | 6 | 1 | -12 | -2.5 | -39
CCN(CC)C(=O)Oc1cc(COC)nc(-c2ccccc2)n1 | 4 | 0.0 | 14 | -3 | -8 | -9 | -2.5 | 18
COCCn1c(SCC(=O)NC2CCCCC2C)nnc1-c1ccncc1 (stereo not drawn) | 10 | 0.0 | 6 | 10 | 4 | -5 | -1.0 | 4
COc1ccccc1NS(=O)(=O)c1cc(C(=O)N2CCCCCCC2)ccc1C | -10 | 0.1 | 6 | 19 | -1 | -3 | -1.8 | -15
O=C1CCCN1c1ccc(N2CCCC2=O)cc1 | -21 | 0.1 | 18 | -3 | 1 | -3 | -2.6 | /
Nc1[nH]c(C(=O)c2ccccc2)c(-c2ccccc2Br)c1C(=O)c1cccs1 | -12 | 0.2 | 2 | -14 | -1 | / | -4.5 | 0
O=C(NC(=S)Nc1ccccc1N1CCOCC1)c1ccc([N+](=O)[O-])cc1 | -13 | 0.5 | / | / | / | 4 | / | -14

Random draw from the library, and some 4.2% of all compounds hit somewhere here.
